High-throughput results (PubChem BioAssay)
CR mimetic SO: caloric restriction mimetics inhibiting age-related superoxide in yeast; S. cerevisiae aged cells, superoxide DHE fluorescence; stronger effect = lower value; superoxide response (% of plate mean), % at 10 µM; hit rate 0.18% among 330,000; AID 2690;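 active = superoxide response under a set limit, about three screen SD below normal, cut at about 65% in these data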;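 note: yeast aged for seven days with compound at 30 °C before DHE staining; 100% = average MFI of all compound-treated wells on the plate with controls excluded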
LAP4 TOR yeast: modulators of TOR pathway LAP4-GFP in S. cerevisiae. S. cerevisiae LAP4-GFP multiplex, flow cytometry GFP, 3 h; median GFP as percent of DMSO wells. GFP response vs DMSO, % at 10 µM. hit rate 0.34% among 320,000;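 active = GFP response vs DMSO above a set limit, about the screen mean plus 3 SD, cut at about 150% in these data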
JMJD2C inh: blocks human GASC-1 demethylase activity | Q9H3R0 | GST-JMJD2C(1-420) H3K9me3 demethylation, DELFIA europium | inhibition, % at 2.35 µM | hit rate 0.069% among 330,000 | AID 2099;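 active = more than half of a compound's replicate wells show inhibition beyond 50%, single wells judged on their own value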;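 note: signal counts dimethyl H3K9 product captured on neutravidin plate; 0% = median of DMSO wells and 100% = 0.3 times that DMSO median; strong numbers were not always called active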
Target sequence (Q9H3R0 1-420 limits assumed): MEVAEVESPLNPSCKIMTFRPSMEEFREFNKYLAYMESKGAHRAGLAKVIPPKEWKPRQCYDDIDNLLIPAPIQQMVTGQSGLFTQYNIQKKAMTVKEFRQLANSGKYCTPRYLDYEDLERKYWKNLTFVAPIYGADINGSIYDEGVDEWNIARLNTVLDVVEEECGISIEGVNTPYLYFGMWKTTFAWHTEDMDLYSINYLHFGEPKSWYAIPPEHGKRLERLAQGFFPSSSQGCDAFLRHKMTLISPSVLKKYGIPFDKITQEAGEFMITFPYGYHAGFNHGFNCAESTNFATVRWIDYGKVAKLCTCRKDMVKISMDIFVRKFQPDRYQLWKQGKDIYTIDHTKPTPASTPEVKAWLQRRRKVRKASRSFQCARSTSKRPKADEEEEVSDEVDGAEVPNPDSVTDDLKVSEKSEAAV
AHR activator: activates the human aryl hydrocarbon receptor; P35869; AHR-responsive luciferase reporter cells, luminescence; activation, % at 5 µM; hit rate 2.5% among 320,000; AID 2796; in the data active = activation above about 47%;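 note: 0% = vehicle wells and 100% = reference agonist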
RPL19A TOR yeast: alters RPL19A-GFP fluorescence in TOR pathway yeast screen; percent response vs DMSO, % at 10 µM; S. cerevisiae RPL19A-GFP strain, flow cytometry, 3 h; stronger effect = lower value; hit rate 0.3% among 330,000; AID 2025;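 active = percent response vs DMSO below 50%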;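 note: median channel GFP fluorescence of the barcoded RPL19A-GFP strain; ratio of sample median GFP to plate DMSO average so 100% = DMSO; lower means less RPL19A-GFP as with rapamycin TOR inhibition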
MEP2-GFP yeast: modulators of TOR pathway MEP2-GFP in S. cerevisiae | S. cerevisiae MEP2-GFP strain, flow cytometry GFP, 3 h; 100% = DMSO control level | GFP response vs DMSO, % at 10 µM | hit rate 0.51% among 330,000;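 active = GFP response versus DMSO above a set limit, roughly screen mean plus 3 SD, cut at about 180% in these data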;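 note: median GFP fluorescence of the barcode-gated MEP2-GFP cells per well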
proCasp3 act: activates human procaspase-3; P42574; recombinant procaspase-3 D3A, Ac-DEVD-pNA absorbance 405 nm; activation, % at 8.5 µM; hit rate 0.11% among 330,000;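 active = activation above the mean of all tested compounds plus 3 SD, cut at about 21% in these data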;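 note: 0% = DMSO alone and 100% = DMSO wells spiked with extra 5 µM PC-3 D3A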
Target sequence (P42574 whole entry D9A/D28A/D175A): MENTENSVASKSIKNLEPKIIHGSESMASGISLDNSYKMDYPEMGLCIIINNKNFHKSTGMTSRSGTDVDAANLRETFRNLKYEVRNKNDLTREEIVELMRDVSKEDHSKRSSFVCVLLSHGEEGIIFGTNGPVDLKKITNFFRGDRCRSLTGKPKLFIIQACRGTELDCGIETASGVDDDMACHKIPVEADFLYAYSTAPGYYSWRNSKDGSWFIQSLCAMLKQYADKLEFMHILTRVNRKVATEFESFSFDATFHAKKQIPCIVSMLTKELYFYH
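Assay system – Procaspase-3 D3A mutant · Benchmarks – DMSO low control, extra-enzyme high control · Technique – 405 nm absorbance of p-nitroaniline, reads at 0 and 120 min · Doses – 8.5 µM nominal · Measure – % activation between DMSO and enzyme-spiked controls · Also added – Ac-DEVD-pNA chromogenic peptide substrate · Schedule – 1 h compound preincubation, 2 h substrate hydrolysis at 25 °C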
proCasp7 act: counter-screen for procaspase-3 activators: activators of human procaspase-7 | recombinant procaspase-7, Ac-DEVD-pNA absorbance 405 nm; D23A/D198A/D206A triple mutant, cannot self-cleave; scale: DMSO 0, 5 µM enzyme 100 | P55210 | hit rate 0.093% among 330,000 | activation, % at 8.5 µM;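 active = percent activation above the screen-wide mean plus 3 SD, cut at about 25% in these data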
Target sequence (P55210 whole entry D23A/D198A/D206A): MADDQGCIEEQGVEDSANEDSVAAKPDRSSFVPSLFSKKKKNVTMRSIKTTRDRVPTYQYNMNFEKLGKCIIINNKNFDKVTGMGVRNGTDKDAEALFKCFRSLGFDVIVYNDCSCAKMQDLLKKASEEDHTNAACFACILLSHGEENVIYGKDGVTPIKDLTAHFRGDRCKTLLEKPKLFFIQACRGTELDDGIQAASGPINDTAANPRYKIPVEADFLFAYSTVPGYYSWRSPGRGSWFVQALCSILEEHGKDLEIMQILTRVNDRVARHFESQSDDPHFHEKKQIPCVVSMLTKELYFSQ
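Assay system: Uncleavable procaspase-7 mutant enzyme / Input: 2 µM procaspase-7 mutant as dispensed / Dosing: single nominal 8.5 µM compound dose, 0.8% DMSO final / Timing: 1 h enzyme–compound preincubation and 2 h substrate reaction, both 25 °C / Detection: p-Nitroaniline absorbance at 405 nm, read at 0 and 120 min / Replication: singlicate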
An asterisk follows results filed as active; · = no result given.

SMILES	CR mimetic SO	LAP4 TOR yeast	JMJD2C inh	AHR activator	RPL19A TOR yeast	MEP2-GFP yeast	proCasp3 act	proCasp7 act
COC(=O)c1ccccc1NC(=S)NC(=O)C1CCCCC1	106.0	99.5	2.4	3.4	101.3	105.6	-0.4	-13.3
O=C(N/N=C/c1cccc([N+](=O)[O-])c1)C1CC(=O)N(c2ccc(F)cc2)C1 (stereo unspecified)	100.1	105.2	0.4	-1.1	101.3	99.8	-8.3	4.3
CCC(CC)NC(=O)c1ccccc1Oc1ccccc1	105.8	101.5	5.0	1.2	102.0	107.3	0.1	5.5
COc1ccc(CCNC(=O)c2n[nH]c3ccccc23)cc1	96.6	126.8	7.4	-0.8	95.3	102.7	-2.4	0.2
CCCCc1cc(=O)oc2cc(C)cc(OCC(=O)Nc3cccnc3)c12	81.1	94.4	3.3	51.2*	98.6	101.8	2.3	-8.0
CCn1c2ccccc2c2cc(NC(=O)c3cc(OC)c(OC)c(OC)c3)ccc21	94.7	98.7	15.2	8.3	89.7	96.2	-2.7	-10.8
CN(C)c1ccc(CN(Cc2ccco2)C(=O)c2ccco2)cc1	82.2	89.7	5.2	4.5	99.0	99.0	-7.4	2.6
COc1ccc(C(C)NC(=O)c2ccc([N+](=O)[O-])cc2)cc1OC (stereo unspecified)	94.4	96.9	-4.9	-1.3	98.6	107.4	1.6	3.9
Cc1cc(NC(=O)C2C3C(=O)N(Cc4ccc(Cl)cc4)C(C(=O)NC4CCCCC4)C34C=CC2(C)O4)no1 (stereo unspecified)	109.0	121.9	7.3	0.4	102.3	95.0	6.3	4.1
O=C(Nn1cc(C(=O)Nc2ccccc2F)c2ccccc2c1=O)c1cnccn1	107.8	104.2	11.9	31.4	98.3	96.6	4.5	2.3
COC(=O)c1scc(C)c1NC(=O)c1cccc(C#N)c1	95.7	90.2	2.8	0.2	96.5	94.0	4.9	3.5
Cc1ccc(C)c(NC(=O)CNC(=O)N2CC(=O)Nc3ccccc32)c1	66.1	94.8	-13.3	9.8	97.1	103.9	1.9	-4.1
O=C1COc2ccc(C(=O)COC(=O)C3CCN(S(=O)(=O)c4cccs4)CC3)cc2N1	132.7	88.6	15.0	1.4	95.7	87.5	0.8	-5.0
O=C(Oc1ccc2ccc(=O)oc2c1)c1ccc([N+](=O)[O-])cc1	96.4	98.2	3.0	-0.8	104.4	106.2	15.0	16.7
C[C@H](NC(=O)c1nc[nH]c1C(=O)NCc1ccc(CNC(=O)OC(C)(C)C)cc1)c1ccccc1	107.2	105.8	-2.1	1.1	99.9	98.5	8.4	5.3
Cc1ccc(/C=C/c2nnc(-c3ccccc3)o2)cc1	100.8	113.3	3.8	2.5	96.5	98.2	-8.1	0.6
CCCC1Cc2nc(Cl)c(C#N)cc2CO1 (stereo unspecified)	109.0	104.3	-2.7	-1.1	101.5	102.2	5.2	6.4
Cc1sc2ncnc(N3CCC(C(=O)NNC(=O)COc4cccc(C(F)(F)F)c4)CC3)c2c1C	84.8	107.4	0.0	3.5	104.8	104.2	1.5	-2.3
CC(Cl)C(=O)NC(=O)NC12CC3CC(CC(C3)C1)C2 (stereo unspecified)	110.0	93.2	10.9	2.6	102.6	100.3	3.5	1.3
Cn1cnnc1SCC(=O)Nc1ccc2ccccc2c1	89.4	107.5	-1.5	-0.6	108.9	109.4	6.9	13.1
CCCCCCCN1C(Nc2ccccc2)=NC[C@@H]1Cc1ccccc1	104.1	107.4	-6.2	2.8	96.6	92.5	-4.1	0.6
Cc1ccc(C#CC[N+]2(C)CCCCC2)cc1	90.1	104.0	-4.2	2.0	93.3	92.4	1.4	-1.3
Cc1cccc(OCC(=O)NC(=S)Nc2ccccc2N2CCOCC2)c1C	111.6	66.0	-17.0	5.7	105.7	97.7	-7.4	0.5
CCOc1cc(C2CC(=O)NC3=C2C(=O)C(C(=O)OC)C(C)C3)cc(Cl)c1O (stereo unspecified)	101.9	89.7	10.5	-0.5	99.0	98.4	-0.9	0.6
CCOc1ccc(-c2nc(N)nc(C)c2-c2ccc(Cl)cc2)c(O)c1	90.8	122.3	0.2	89.9*	88.3	156.0	9.1	6.2

Exported with values under each structure: three of the compounds above.
Every second line gives: CR mimetic SO, LAP4 TOR yeast, JMJD2C inh, AHR activator, RPL19A TOR yeast, MEP2-GFP yeast, proCasp3 act, proCasp7 act
CN(C)c1ccc(CN(Cc2ccco2)C(=O)c2ccco2)cc1
  82.2, 89.7, 5.2, 4.5, 99.0, 99.0, -7.4, 2.6
Cc1ccc(/C=C/c2nnc(-c3ccccc3)o2)cc1
  100.8, 113.3, 3.8, 2.5, 96.5, 98.2, -8.1, 0.6
O=C(Oc1ccc2ccc(=O)oc2c1)c1ccc([N+](=O)[O-])cc1
  96.4, 98.2, 3.0, -0.8, 104.4, 106.2, 15.0, 16.7

(cont.)
SMILES	CR mimetic SO	LAP4 TOR yeast	JMJD2C inh	AHR activator	RPL19A TOR yeast	MEP2-GFP yeast	proCasp3 act	proCasp7 act
CCC(C)n1c(SC(C)C#N)nc2ccccc2c1=O (stereo unspecified)	107.3	99.0	-0.4	-1.6	96.1	97.2	-10.2	2.5
COc1ccc(CNc2nc(C)cc(C)c2C#N)cc1	104.7	90.1	-18.3	0.2	102.2	106.7	-3.3	5.6
CCC1=C(OC(=O)N(CC)CC)N2C(=O)OC(=NCCc3c[nH]c4ccccc34)[C@]2(Cc2ccccc2)[C@H]2C1=CC[C@H]1C(=O)N(C)C(=O)[C@H]12	99.5	103.5	5.3	2.2	97.2	97.3	-0.6	-6.3
O=C(CC1C(=O)NCCN1Cc1ccc(F)cc1)NCCN1CCCc2ccccc21 (stereo unspecified)	101.8	93.1	-0.2	31.0	102.8	105.1	10.6	10.8
COc1cccc(NC(=O)COc2coc(CN3CCc4ccccc4C3)cc2=O)c1	89.5	101.8	-2.0	-0.9	97.5	98.7	1.5	-1.3
COc1cc(NS(=O)(=O)c2ccc(NC(=S)NC(=O)/C=C/c3ccc(OC)c(OC)c3)cc2)ncn1	117.5	101.3	1.4	1.0	104.2	100.3	-4.2	0.6
Cc1cccn2c(CNCCc3ccccn3)c(C(=O)N3CCOCC3)nc12	92.9	100.8	3.2	0.9	99.7	92.2	-2.4	1.2
Cc1ccccc1-n1nc2c(c1NC(=O)COc1ccc(Cl)cc1)CS(=O)C2 (stereo unspecified)	93.6	97.3	8.5	1.5	99.9	106.1	5.6	0.2
Cc1ccc(NS(=O)(=O)c2ccc(NC(=O)c3ccccc3C(=O)O)cc2)cc1C	120.9	98.8	8.2	-4.7	95.6	97.8	7.5	4.9
Cc1cc(C(=O)CN2C(=O)NC(CC(C)C)C2=O)c(C)n1C1CC1 (stereo unspecified)	99.8	96.0	-3.1	7.2	98.5	103.8	2.5	4.8
COc1ccc(C2(c3ccc(OC)cc3)NC(=O)N(CC(=O)N3CCOCC3)C2=O)cc1	72.3	100.2	11.5	0.2	97.4	112.2	0.4	3.3
COc1ccc(NC(=O)Nc2cccc3c2O[C@H](CN(C)C(=O)Nc2ccccc2)[C@@H](C)CN([C@H](C)CO)C3=O)cc1	86.2	·	22.9	2.7	·	·	-0.5	6.6
COCCn1c(=S)[nH]c2cc(C(=O)N(CCO)Cc3ccccc3)ccc2c1=O	88.9	95.3	-4.4	0.7	96.4	99.1	4.4	6.8
CCOc1ccc(NC(=O)C2CCCN(S(=O)(=O)c3ccc4[nH]c(=O)ccc4c3)C2)cc1 (stereo unspecified)	116.5	93.1	35.9	1.3	99.4	101.6	8.8	-4.2
Cn1nc([N+](=O)[O-])nc1N1CCN(c2ccc(F)cc2)CC1	104.4	102.5	-0.9	-12.3	103.2	104.5	5.9	10.0
O=C(Nc1cccnc1Cl)c1cccnc1Cl	109.9	87.1	-0.1	1.2	93.5	93.2	-6.3	7.3
CC(=O)c1ccc(NC(=O)Nc2cccnc2)cc1	97.0	72.6	-6.3	·	114.7	98.1	·	·
CN(c1ccccc1)S(=O)(=O)c1nnc(NC(=O)COc2ccccc2)s1	97.9	99.9	2.6	7.8	99.1	94.4	-4.0	9.6
CCCCn1nc2cc(C(=O)NCc3ccc(OC)cc3)ccc2c1OCC	105.7	91.2	6.0	-0.4	96.0	97.8	-2.3	11.4
O=C(Cc1cccs1)NCc1ccccc1F	106.9	103.3	-6.4	5.9	106.8	113.5	3.1	-0.5
Cc1cc(=O)oc2cc(OCC(=O)Nc3ccc(S(=O)(=O)N(C)C)cc3)ccc12	105.0	103.1	-3.4	3.8	98.7	100.7	2.7	2.8
Fc1ccc(-c2nnc(-c3ccc(Cl)cc3)o2)cc1	117.9	93.5	121.5	-2.0	93.3	96.4	-0.2	-5.6
C=CCOC(=O)C1=C(C)NC(C)=C(C(=O)OCC=C)C1c1cn(-c2ccccc2)nc1-c1ccco1	87.6	89.2	-4.3	25.3	98.1	103.8	0.9	3.5
O=C(OCC(=O)c1c[nH]c2ccccc12)c1ccc(Br)o1	118.3	95.2	-3.2	13.6	90.2	98.6	1.7	7.2
O=C(CSc1nc(N2CCOCC2)nc(N2CCOCC2)n1)Nc1cccc(C(F)(F)F)c1	88.6	101.9	5.7	0.1	97.6	98.4	4.4	-13.5

Next section, starting with the last 2 of the part before.
SMILES	CR mimetic SO	LAP4 TOR yeast	JMJD2C inh	AHR activator	RPL19A TOR yeast	MEP2-GFP yeast	proCasp3 act	proCasp7 act
O=C(OCC(=O)c1c[nH]c2ccccc12)c1ccc(Br)o1	118.3	95.2	-3.2	13.6	90.2	98.6	1.7	7.2
O=C(CSc1nc(N2CCOCC2)nc(N2CCOCC2)n1)Nc1cccc(C(F)(F)F)c1	88.6	101.9	5.7	0.1	97.6	98.4	4.4	-13.5
Cc1ccc(CCNC(=O)C2CCN(S(=O)(=O)N3CCOCC3)CC2)cc1	109.5	98.0	5.6	-1.2	100.5	106.0	7.5	2.1
CCOC(=O)c1sc(=NC(=O)c2ccc(Br)cc2)n(C)c1C	106.9	91.5	-2.1	13.0	97.6	99.3	2.4	8.2
O=C(O)CC(C(=O)Nc1ccc(Cl)c(Cl)c1)C1CCCO1 (stereo unspecified)	100.9	92.1	0.3	0.1	111.7	94.2	4.8	6.7
OCC1CCCCN1C(=S)Nc1cccc(Cl)c1 (stereo unspecified)	86.3	107.2	29.0	0.4	101.7	106.5	-2.2	-2.6
COC(=O)/C(C#N)=C/c1ccc(OC(=O)c2ccccn2)cc1	95.2	102.7	-5.0	0.9	112.1	96.8	-3.7	1.6
COc1ccccc1N1C(=O)CC(Sc2nccc(C)n2)C1=O (stereo unspecified)	85.3	111.0	-5.0	0.3	101.5	109.8	5.2	-7.0
CCN(C(=O)CSc1ncnc2sc(C)c(C)c12)C1CCS(=O)(=O)C1 (stereo unspecified)	109.1	91.0	1.2	6.2	102.0	99.7	-1.2	-2.3
CC1(C)O[C@@H]2C[C@H]3[C@@H]4CCC5=CC(=O)CC[C@]5(C)[C@@]4(F)[C@@H](O)C[C@]3(C)[C@]2(C(=O)CCl)O1	103.0	97.8	·	14.7	99.7	103.4	2.4	11.7
COc1ccc(Oc2nc3c(c(=O)n(C)c(=O)n3C)n2C)cc1	94.3	84.6	-19.3	19.5	102.5	104.6	1.7	4.4
CC(=O)c1ccccc1NC(=O)C1CCCN(C(=O)c2ccc(Cl)cc2)C1 (stereo unspecified)	102.0	100.2	1.8	15.0	94.1	99.2	6.1	-2.0
